sEH act = increases human soluble epoxide hydrolase activity; P34913; purified human sEH enzymatic activity, activator screen; activation, % at 2 µM; 91,000 tested, 0.04% active; AID 717; in the data active means activation above about 37%; further: values of inactives mirror those of a sister screen read the other way
Target sequence (P34913 whole entry, looked up): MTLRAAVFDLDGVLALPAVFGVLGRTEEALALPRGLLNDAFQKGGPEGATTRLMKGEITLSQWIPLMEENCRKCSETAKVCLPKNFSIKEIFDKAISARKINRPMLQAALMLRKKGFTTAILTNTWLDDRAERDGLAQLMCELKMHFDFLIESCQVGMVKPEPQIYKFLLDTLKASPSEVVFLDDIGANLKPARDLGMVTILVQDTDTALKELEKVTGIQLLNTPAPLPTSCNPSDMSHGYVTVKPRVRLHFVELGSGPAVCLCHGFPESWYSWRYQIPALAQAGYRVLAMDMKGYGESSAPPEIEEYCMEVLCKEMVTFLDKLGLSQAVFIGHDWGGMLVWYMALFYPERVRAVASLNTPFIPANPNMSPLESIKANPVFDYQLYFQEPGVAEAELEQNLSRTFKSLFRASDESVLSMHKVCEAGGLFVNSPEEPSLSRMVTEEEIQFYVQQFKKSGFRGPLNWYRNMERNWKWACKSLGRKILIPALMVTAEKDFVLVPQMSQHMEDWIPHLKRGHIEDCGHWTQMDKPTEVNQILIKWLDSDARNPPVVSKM
VCAM1 TNFa inh = reduces TNF alpha induced VCAM1 expression in HUVEC. HUVEC TNFa-induced VCAM-1 immunofluorescence, high-content imaging. inhibition, % at 2 µM. AID 802. 95,000 tested, 0.48% active;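 active means inhibition above the batch mean plus 3 SD, with images confirmed as a hit by eye, cut at about 37% in these data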;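 further: 0% = TNF-stimulated DMSO wells and 100% = unstimulated control wells; not every result past the cut was called active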
HUVEC tox IL1B = toxic to HUVEC cells under IL-1B stimulation; 94,000 tested, 0.41% active; cell count reduction, % at 2 µM; AID 845; HUVEC cell count loss, Hoechst imaging, IL-1B stimulated;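 active means cell count reduction more than 3 SD above the screen-wide mean, cut at about 70% in these data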;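 further: normalized per plate to untreated control cells as the no-loss baseline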
sEH inhibitor = inhibitors of human soluble epoxide hydrolase | recombinant human sEH enzymatic activity assay | inhibition, % at 2 µM | 91,000 tested, 0.34% active; in the data active means inhibition above about 80%; further: values of inactives mirror those of a sister screen read the other way; many of its hits are not listed in these tables
TNFa cytotox = toxic to HUVEC cells under TNF alpha stimulation. HUVEC TNFalpha-stimulated, Hoechst cell count, imaging. 93,000 tested, 0.17% active. cell count reduction, % at 2 µM;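 active means cell count reduction exceeding the screen mean by over 5 SD, scaled to untreated wells per plate, cut at about 78% in these data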;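 further: cells counted after 24 h of TNF alpha exposure following the 1 h pretreatment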
ERb coact inh = blocks coactivator binding to human estrogen receptor beta | TR-FRET ER-beta LBD / SRC1-Cy5 peptide binding; receptor agonist-loaded with 1 µM estradiol | Q92731 | inhibition, % at 25.6 µM | 86,000 tested, 1.3% active | AID 633;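 active means compounds whose percent inhibition of the receptor-coactivator binding signal exceeds about 50% in the single-dose screen, limit read from the data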;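 further: 0% = receptor plus peptide wells without compound and 100% = peptide-only wells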
cytoskel mod = modifiers of cytoskeleton assembly. HUVEC TNFa F-actin phalloidin imaging, high content. inhibition, % at 2 µM. 91,000 tested, 0.18% active. AID 836;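 active means inhibition above the batch mean plus 3 SD and confirmed as a hit by visual image inspection, cut at about 30% in these data, passing the limit was not always enough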; further: strong numbers were not always called active
Candida biofilm = kills Candida albicans biofilms; C. albicans biofilm + clotrimazole, Alamar Blue; inhibition, % at 6 µM; 85,000 tested, 0.14% active; AID 834;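 active means inhibition above 20%; inactive means inhibition below 20%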;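 further: preformed 24 hr biofilms exposed to compound for 48 hr; 0% = biofilm without compound and 100% = blank killed by clotrimazole plus chlorhexidine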
Smad3 FoxH1 inh = blocks human Smad3 binding to FoxH1 peptide | P84022 | TR-FRET Smad3/Dy647-FoxH1 peptide binding, europium anti-His | inhibition, % at 25 µM | 88,000 tested, 0.29% active;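 active means compounds that reduce the energy-transfer binding signal between the protein and its labelled peptide by more than half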;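 further: 0% = Smad3 plus labelled peptide maximal FRET and 100% = peptide-only background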
Target sequence (P84022 whole entry, looked up): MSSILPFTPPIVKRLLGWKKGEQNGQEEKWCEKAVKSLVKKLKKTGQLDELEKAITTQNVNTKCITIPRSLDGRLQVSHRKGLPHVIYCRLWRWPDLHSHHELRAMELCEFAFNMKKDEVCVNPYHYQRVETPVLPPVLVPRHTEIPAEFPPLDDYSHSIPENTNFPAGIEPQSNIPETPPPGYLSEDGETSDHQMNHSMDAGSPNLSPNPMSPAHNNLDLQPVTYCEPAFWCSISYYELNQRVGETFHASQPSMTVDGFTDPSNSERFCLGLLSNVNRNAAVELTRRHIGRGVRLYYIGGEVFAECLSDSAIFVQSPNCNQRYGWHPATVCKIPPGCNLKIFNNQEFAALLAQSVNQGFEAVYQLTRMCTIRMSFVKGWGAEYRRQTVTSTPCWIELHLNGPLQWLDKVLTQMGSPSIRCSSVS
Starred values were filed as active, the others as inactive; [ ] = dose if it differs, or a comment. These rows are one share of the data; rates above refer to the full screens.

Fc1ccc(Nc2nc(Oc3ccccc3F)nc(N3CCCC3)n2)cc1 was read as sEH act 2.8, VCAM1 TNFa inh -14.3, HUVEC tox IL1B 2.7, sEH inhibitor -2.3, TNFa cytotox -22.5, ERb coact inh -12.4, cytoskel mod 0.7, Candida biofilm 6.0 and Smad3 FoxH1 inh 9.0.
COCc1ccc2oc(C(=O)O)cc2c1 was read as sEH act -5.5, VCAM1 TNFa inh 3.0, HUVEC tox IL1B -33.0, sEH inhibitor 5.3, TNFa cytotox -29.3, ERb coact inh -7.1, cytoskel mod 37.5, Candida biofilm 6.7 and Smad3 FoxH1 inh 1.9.
`COc1ccc(Cn2c(CCC(=O)Nc3ccc(CC#N)cc3)nc3cccnc32)cc1` gave sEH act 6.7, VCAM1 TNFa inh -4.7, HUVEC tox IL1B -5.2, sEH inhibitor -9.9, TNFa cytotox -21.0, ERb coact inh 13.2[fluorescence artefact?], cytoskel mod 7.7, Candida biofilm 5.9 and Smad3 FoxH1 inh 3.4[fluorescence artefact?].
`COc1ccc(CCNC(=O)C2CCCN(S(C)(=O)=O)C2)cc1OC` (stereo unspecified) gave sEH act -2.9, VCAM1 TNFa inh -9.6, HUVEC tox IL1B -20.8, sEH inhibitor 4.2, TNFa cytotox -15.6, ERb coact inh 0.9, cytoskel mod 13.5, Candida biofilm 3.6 and Smad3 FoxH1 inh 9.6.
COc1ccccc1NC(=O)COc1ccc(CO)cc1Cl was read as sEH act 0.4, VCAM1 TNFa inh 20.5, HUVEC tox IL1B 42.2, sEH inhibitor 2.5, TNFa cytotox -12.4, ERb coact inh -29.7, cytoskel mod -9.0, Candida biofilm 4.2 and Smad3 FoxH1 inh 4.1[fluorescence artefact?].
CC(=O)Nc1ccc(NC(=O)CN(C)CCC#N)cc1 was read as VCAM1 TNFa inh 9.2, TNFa cytotox 52.3, ERb coact inh -5.2, cytoskel mod -3.3, Candida biofilm 3.5 and Smad3 FoxH1 inh 0.7.
`O=C(CSCc1c(Cl)cccc1Cl)NCC1CCCO1` (stereo unspecified) gave sEH act -10.3, VCAM1 TNFa inh 12.4, HUVEC tox IL1B 7.4, sEH inhibitor 10.3, TNFa cytotox 4.9, ERb coact inh -17.7, cytoskel mod 16.1, Candida biofilm -3.8 and Smad3 FoxH1 inh -6.1.
`CCCCN(C)Cc1c(C)[nH]c2c(Cl)cccc2c1=O` gave sEH act -7.4, VCAM1 TNFa inh 7.5, HUVEC tox IL1B 16.7, sEH inhibitor 7.9, TNFa cytotox 6.5, ERb coact inh -4.7, cytoskel mod -10.8, Candida biofilm 5.3 and Smad3 FoxH1 inh -4.0.
Screening Cc1ccc(C2C(C#N)=C(N)Oc3cc4c(cc32)OCO4)cc1 (stereo unspecified) returned sEH act 5.8, VCAM1 TNFa inh 15.4, HUVEC tox IL1B -9.2, sEH inhibitor -5.7, TNFa cytotox -18.8, ERb coact inh 11.2, cytoskel mod -9.8, Candida biofilm 7.3 and Smad3 FoxH1 inh -5.3.
`C=CCn1c(COc2ccccc2F)nnc1SCC(=O)N1CC(=O)Nc2ccccc21` gave sEH act 0.6, VCAM1 TNFa inh 4.3, HUVEC tox IL1B -215.0, sEH inhibitor 0.1, TNFa cytotox -6.8, ERb coact inh 7.4, cytoskel mod 3.0, Candida biofilm 3.9 and Smad3 FoxH1 inh 8.5.
CCCc1cc(-n2ccnc2)n2c(nc3ccccc32)c1C#N was read as sEH act -12.9, VCAM1 TNFa inh 3.1, HUVEC tox IL1B -12.1, sEH inhibitor 13.2, TNFa cytotox -15.5, ERb coact inh 41.1, cytoskel mod 12.7, Candida biofilm 7.5 and Smad3 FoxH1 inh 5.3.
For CCN1CCN(c2nc3c(c(=O)n(C)c(=O)n3C)n2CCSc2ncccn2)CC1 the results were sEH act 7.4, VCAM1 TNFa inh 6.3, HUVEC tox IL1B 29.2, sEH inhibitor -5.7, TNFa cytotox 15.1, ERb coact inh -2.5, cytoskel mod -9.9, Candida biofilm 0.1 and Smad3 FoxH1 inh -3.2.
O=C1c2ccccc2C(O)N1CCN1CCOCC1 (stereo unspecified) was read as sEH act -0.2, VCAM1 TNFa inh 17.1, HUVEC tox IL1B -20.6, sEH inhibitor -0.1, TNFa cytotox 8.1 and cytoskel mod -4.0.
`COC(=O)c1ccc(NC(=O)CN(c2ccc(C)cc2)S(=O)(=O)c2c(C)n[nH]c2C)cc1` gave sEH act 12.0, VCAM1 TNFa inh -0.8, HUVEC tox IL1B -14.4, sEH inhibitor -8.8, TNFa cytotox 23.0, ERb coact inh 5.5[fluorescence artefact?], cytoskel mod -13.1, Candida biofilm 2.1 and Smad3 FoxH1 inh 4.3.
`Cc1cccc(N(C(=O)Cn2nnc3ccccc32)C(C(=O)NCc2ccco2)c2ccncc2)c1` (stereo unspecified) gave sEH act -6.1, VCAM1 TNFa inh 26.4, HUVEC tox IL1B 4.4, sEH inhibitor 6.8, TNFa cytotox -8.7, ERb coact inh 3.0, cytoskel mod -0.9, Candida biofilm -1.2 and Smad3 FoxH1 inh -3.4.
Screening CCC1S/C(=N\S(=O)(=O)c2cccs2)N(C2CCCCC2)C1=O (stereo unspecified) returned sEH act 10.9, VCAM1 TNFa inh 10.2, HUVEC tox IL1B -57.3, sEH inhibitor -13.0, TNFa cytotox -11.7, ERb coact inh -9.1, cytoskel mod 11.6, Candida biofilm -2.3 and Smad3 FoxH1 inh -5.9.
Screening Cc1cc(NC(=O)c2ccc3c(c2)OCO3)ccc1NC(=O)c1ccco1 returned sEH act -14.5, VCAM1 TNFa inh -12.8, HUVEC tox IL1B -0.4, sEH inhibitor 18.8, TNFa cytotox -32.2, ERb coact inh 12.6, cytoskel mod 15.6, Candida biofilm -0.2 and Smad3 FoxH1 inh -19.7.
For CNC(=O)CCCc1nc(-c2ccccc2Cl)no1 the results were sEH act -13.4, VCAM1 TNFa inh -1.7, HUVEC tox IL1B 4.4, sEH inhibitor 12.2, TNFa cytotox -48.9, ERb coact inh 0.8[fluorescence artefact?], Candida biofilm -0.5 and Smad3 FoxH1 inh 0.1.
Screening Cc1cc(C)c(C#N)c(SCSCc2ccccc2)n1 returned sEH act -14.0, VCAM1 TNFa inh 8.2, HUVEC tox IL1B -18.5, sEH inhibitor 16.6, TNFa cytotox -1.6, ERb coact inh -6.5, cytoskel mod -9.3, Candida biofilm 5.6 and Smad3 FoxH1 inh 9.0.
Cc1cc(-c2sccc2C)nc(-n2cccc2)n1 was read as sEH act 8.5, VCAM1 TNFa inh 0.0, HUVEC tox IL1B 12.8, sEH inhibitor -6.3, TNFa cytotox -11.8 and cytoskel mod 13.7.

Reprinted at random: 2 compounds from above, in no set order.
For CCN1CCN(c2nc3c(c(=O)n(C)c(=O)n3C)n2CCSc2ncccn2)CC1 the results were sEH act 7.4, VCAM1 TNFa inh 6.3, HUVEC tox IL1B 29.2, sEH inhibitor -5.7, TNFa cytotox 15.1, ERb coact inh -2.5, cytoskel mod -9.9, Candida biofilm 0.1 and Smad3 FoxH1 inh -3.2.
Screening Cc1cc(C)c(C#N)c(SCSCc2ccccc2)n1 returned sEH act -14.0, VCAM1 TNFa inh 8.2, HUVEC tox IL1B -18.5, sEH inhibitor 16.6, TNFa cytotox -1.6, ERb coact inh -6.5, cytoskel mod -9.3, Candida biofilm 5.6 and Smad3 FoxH1 inh 9.0.

(list continues)
`O=C(Nc1ccc(N2CCCCC2)cc1)c1cccnc1` gave sEH act 0.1, VCAM1 TNFa inh 10.0, HUVEC tox IL1B -22.7, sEH inhibitor 1.2, TNFa cytotox 6.7, ERb coact inh 1.4[fluorescence artefact?], cytoskel mod -6.1, Candida biofilm 1.1 and Smad3 FoxH1 inh -6.6.
For C=CCn1c(SCc2ccc(F)cc2)nc2c1c(=O)[nH]c(=O)n2C the results were sEH act -0.8, VCAM1 TNFa inh 5.1, HUVEC tox IL1B 2.9, sEH inhibitor 3.0, TNFa cytotox -4.3, ERb coact inh -7.9, cytoskel mod -11.4, Candida biofilm 0.3 and Smad3 FoxH1 inh 2.0.
Screening Cn1c2ccc(F)cc2c2ncn(Cc3ccco3)c(=O)c21 returned sEH act 1.4, VCAM1 TNFa inh -1.0, HUVEC tox IL1B -3.8, sEH inhibitor -2.1, TNFa cytotox -13.6, ERb coact inh -10.0, cytoskel mod -9.6, Candida biofilm 8.4 and Smad3 FoxH1 inh -14.6.
`COc1ccc(/C(O)=C2\C(=O)C(=O)N(CCN(C)C)C2c2cccc(OC)c2OC)cc1Cl` (stereo unspecified) gave sEH act 11.9, VCAM1 TNFa inh -22.9, HUVEC tox IL1B 14.0, sEH inhibitor -13.3, TNFa cytotox 3.7, ERb coact inh -7.7, cytoskel mod 39.2, Candida biofilm 1.8 and Smad3 FoxH1 inh 5.4.
For O=C(Nc1ccc2c(c1)OCO2)Nc1cnccn1 the results were sEH act -3.9, VCAM1 TNFa inh 22.4, HUVEC tox IL1B -45.6, sEH inhibitor 2.1, TNFa cytotox -37.1, ERb coact inh 2.5, cytoskel mod 13.6, Candida biofilm 6.3 and Smad3 FoxH1 inh 9.6.
`Cn1cc(SCC(=O)N2CCOCC2)c2ccccc21` gave sEH act 2.4, VCAM1 TNFa inh -10.4, HUVEC tox IL1B 5.9, sEH inhibitor -4.0, TNFa cytotox -11.3, ERb coact inh -3.4, cytoskel mod -12.5, Candida biofilm 6.3 and Smad3 FoxH1 inh 8.1.
For C=CCSC(=C(C#N)C#N)c1cc2c([nH]1)CCCC2 the results were sEH act 6.7, VCAM1 TNFa inh -2.9, HUVEC tox IL1B 17.7, sEH inhibitor -8.8, TNFa cytotox 7.6, ERb coact inh 12.6[fluorescence artefact?], cytoskel mod 18.9, Candida biofilm -5.3 and Smad3 FoxH1 inh 7.8.
N#C/C(=C/c1ccc(N2CCCC2)c([N+](=O)[O-])c1)c1nc2ccccc2[nH]1 was read as sEH act -10.1, VCAM1 TNFa inh -28.9, HUVEC tox IL1B -2.3, sEH inhibitor 10.5, TNFa cytotox -1.4 and cytoskel mod 9.1.
`CCOC(=O)N1CCC(N2CC34C=CC(O3)C(C(=O)Nc3ccc(C(C)C)cc3)C4C2=O)CC1` (stereo unspecified) gave sEH act 1.4, VCAM1 TNFa inh -0.2, HUVEC tox IL1B -20.0, sEH inhibitor 0.3, TNFa cytotox 7.3, ERb coact inh -13.9, cytoskel mod -6.4, Candida biofilm 9.9 and Smad3 FoxH1 inh 1.0.
CC(C)c1nc(SCC(=O)Nc2cccc(S(N)(=O)=O)c2)n[nH]1 was read as sEH act 2.4, VCAM1 TNFa inh 4.9, HUVEC tox IL1B -6.8, sEH inhibitor 0.0, TNFa cytotox -22.3, ERb coact inh 16.4, cytoskel mod 14.1, Candida biofilm 5.2 and Smad3 FoxH1 inh 9.1.
CCC(=O)Nc1cccc(-n2nnnc2SCC(=O)NCc2ccco2)c1 was read as sEH act 10.1, VCAM1 TNFa inh -6.4, HUVEC tox IL1B 18.3, sEH inhibitor -11.5, TNFa cytotox -25.6, ERb coact inh 0.1, cytoskel mod -15.2, Candida biofilm 5.3 and Smad3 FoxH1 inh 8.1[fluorescence artefact?].
For O=C1c2ccccc2C(=O)C1Cc1cccc2ccccc12 the results were sEH act -3.9, VCAM1 TNFa inh 0.9, sEH inhibitor 4.0, TNFa cytotox -26.7, ERb coact inh 6.1, cytoskel mod 12.1, Candida biofilm 0.7 and Smad3 FoxH1 inh 5.0.
`Cc1cccc(C(=O)Nc2cccc(OC(=O)c3cccc(C)c3)c2)c1` gave sEH act -17.5, VCAM1 TNFa inh -9.1, HUVEC tox IL1B -7.9, sEH inhibitor 15.9, TNFa cytotox -20.2 and cytoskel mod 6.4.
Screening CNC(=S)NCCc1ccc(OC)c(OC)c1 returned sEH act 4.7, VCAM1 TNFa inh 0.8, HUVEC tox IL1B 16.9, sEH inhibitor -1.5, TNFa cytotox 5.1 and cytoskel mod 11.0.
`CCOC(=O)C1=C(COc2ccc(F)cc2Cl)NC(=O)NC1c1cc(C)ccc1C` (stereo unspecified) gave sEH act -2.2, VCAM1 TNFa inh 11.1, HUVEC tox IL1B -9.4, sEH inhibitor 3.9, TNFa cytotox 11.1 and cytoskel mod 4.4.

Assay outcomes from PubChem.
